Assay outcomes deposited in PubChem BioAssay by National Center for Advancing Translational Sciences (NCATS).
FBPA Giardia inh: inhibitors of Giardia lamblia fructose-1,6-bisphosphate aldolase | A8B2U2 | purified Giardia FBPA | Potency, µM (doses to about 59.6 µM), for inactives: top-dose activity, negative = inhibition, most hits filed as inhibitors | 290,000 tested, 0.71% active; active = well fitted inhibition curve with a large enough effect; inconclusive = small, poorly fitted or top-dose-only effect, or effect the other way; also: nearly all actives have a fitted effect of over 55% in size
Target sequence (A8B2U2 whole entry, looked up): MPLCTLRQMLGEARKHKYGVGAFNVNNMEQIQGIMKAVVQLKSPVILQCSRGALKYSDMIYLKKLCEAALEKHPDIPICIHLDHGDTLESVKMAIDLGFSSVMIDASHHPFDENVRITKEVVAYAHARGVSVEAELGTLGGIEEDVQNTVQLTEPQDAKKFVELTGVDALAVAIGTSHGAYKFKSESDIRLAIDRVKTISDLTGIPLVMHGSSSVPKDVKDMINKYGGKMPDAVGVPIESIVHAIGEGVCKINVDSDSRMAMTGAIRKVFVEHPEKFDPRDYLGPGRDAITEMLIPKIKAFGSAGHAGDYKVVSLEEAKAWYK
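Giardia FBPA (40 nM reagent) was preincubated 10 min at RT with compound (up to 57.5 uM final), then substrate plus GAPDH/TPI/NAD/arsenate coupling system with diaphorase/resazurin was added; resorufin fluorescence (525/598 nm) was read after 20 min.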
* hit, by the source's call; ? = inconclusive; & = joins results of further samples; [ ] = remark or other dose. % is scaled to controls: 0 for no effect and ±100 for the full control effect; potency is read from the fitted curve at half-maximal effect.

SMILES | FBPA Giardia inh
CC[C@H](C)[C@H](NC(=O)[C@H](CCC(=O)O)NC(=O)[C@H](CC(N)=O)NC(=O)[C@@H](N)[C@@H](C)O)C(=O)N[C@H](C(=O)N[C@@H](CCC(=O)O)C(=O)N[C@@H](CCC(=O)O)C(=O)N[C@@H](CCC(N)=O)C(=O)N[C@@H](Cc1ccc(O)cc1)C(=O)N[C@H](C(=O)N1CCC[C@H]1C(=O)N[C@@H](CCC(N)=O)C(=O)N[C@@H](CO)C(=O)N[C@@H](CC(C)C)C(=O)N[C@@H](C)C(=O)N[C@H](C(=O)N[C@@H](CC(C)C)C(=O)N[C@@H](CCC(=O)O)C(=O)N[C@@H](CO)C(=O)N[C@H](C(=O)N[C@@H](Cc1ccccc1)C(=O)N[C@@H](CCC(N)=O)C(=O)N[C@@H](CCC(=O)O)C(=O)N[C@@H](CC(C)C)C(=O)NCC(=O)N[C@@H](CCCCN)C(=O)N[C@@H](CC(C)C)C(=O)N[C@H](C(=O)NCC(=O)N1CCC[C@H]1C(=O)N[C@@H](CC(N)=O)C(=O)N[C@@H](CO)C(=O)N[C@@H](CCC(N)=O)C(=O)O)[C@@H](C)O)C(C)C)[C@@H](C)O)[C@@H](C)O)C(C)C | 0%
COC(=O)C1(C)C=C2C(=C(c3ccccc3)C(=O)C2C)CN1 (stereo not drawn) | -25%
CCC(=O)O[C@@]1(C(=O)CCl)[C@@H](C)C[C@@H]2[C@H]3CCC4=CC(=O)C=C[C@@]4(C)[C@]3(F)[C@@H](O)C[C@@]21C | -5%[21.7 µM]
CC12C(=O)OC(=O)C1(C)C1CCC2O1 (stereo not drawn) | -6%&6%
N[C@H](C(=O)O)c1ccc(C(=O)O)cc1 | 1%
C/C(CCC(=O)OC[C@@H]1O[C@H](C#Cc2ccccc2)C=C[C@@H]1Oc1ccc(C)cc1)=N/O[C@@H](C)c1cc(-c2c(C)cc(C)cc2C)no1 | 1%[12.9 µM]
CC(=O)Oc1cccc(C)c1 | 6%&9%
CCCNC(=O)OC[C@@H]1O[C@H](CCO/N=C(\C)CCN2CCCCc3nc(C)c(C)cc32)C=C[C@@H]1Oc1ccc(OC)cc1 | -1%[12.9 µM]
O=c1c(CCc2ccccc2)nc2cnc(N3CCNCC3)nc2n1Cc1ccc(F)cc1 | -14%
CC(C)C[C@@H](CC(=O)N[C@@H](CCC(=O)O)CC(=O)O)NC(=O)[C@@H]1CCCC[C@H]1NC(=O)C[C@H](CCCN)NC(=O)C[C@H](Cc1c[nH]c2ccccc12)NC(=O)[C@@H]1CCCC[C@H]1N | -19%
CCc1ccc2c(O)c3c(cc2c1C(=O)OC)C(=O)c1c(O)ccc(O)c1C3=O | ?
COc1ccc2c(c1)[C@@]13CCCC[C@H]1[C@@H](C2)NCC3 | -1%
O=C(NCCN1CCOCC1)C1(C(F)(F)F)CC(CCCO)CCCO1 (stereo not drawn) | 6%
NC(=O)c1ccc[n+]([C@@H]2O[C@H](COP(=O)([O-])OP(=O)(O)OC[C@H]3O[C@@H](n4cnc5c(N)ncnc54)[C@@H](O)[C@@H]3O)[C@@H](O)[C@@H]2O)c1 | 1%[21.7 µM]
C[C@@]12C=CC(=O)C=C1CCC1C2CC[C@]2(C)C(=O)CCC12 (stereo partly drawn) | -8%
COc1cccc(-c2cncnc2N(C)Cc2ccco2)c1 | -14%
Cc1ccc(C)c(-c2ccc(C(=O)O)o2)c1 | -13%[136 µM]
COCCn1c(=O)c(C)nc2cnc(OCc3ccccc3)nc21 | 3%
COc1ccc(Oc2ncc3ncc(=O)n(-c4ccc(OC)cc4)c3n2)cc1 | 0%
COC(=O)NC(/C(C(=O)OC)=C(\C)NCc1ccccc1)c1cccs1 (stereo not drawn) | -2%[12.9 µM]

In another format: results already given.
> O=c1c(CCc2ccccc2)nc2cnc(N3CCNCC3)nc2n1Cc1ccc(F)cc1
  FBPA Giardia inh = -14%
> CC(C)C[C@@H](CC(=O)N[C@@H](CCC(=O)O)CC(=O)O)NC(=O)[C@@H]1CCCC[C@H]1NC(=O)C[C@H](CCCN)NC(=O)C[C@H](Cc1c[nH]c2ccccc12)NC(=O)[C@@H]1CCCC[C@H]1N
  FBPA Giardia inh = -19%

(more compounds)
SMILES | FBPA Giardia inh
CN[C@@H](CCCN=C(N)N)C(=O)N[C@@H](CCCCN)C(=O)N1CCC[C@H]1C(=O)N[C@@H](Cc1c[nH]c2ccccc12)C(=O)N[C@H](C(=O)N[C@H](CC(C)C)C(=O)O)C(C)(C)C | 0%
c1ccc(-c2cccc(N3CCCC4(CCNCC4)C3)c2)cc1 | 3%
CC(=O)C1=C(O)C=C2Oc3c(C(C)=O)c(O)c(C)c(O)c3C2(C)C1=O (stereo not drawn) | 13%
Nc1ncnc2c1nc(Br)n2C1OC(CO)C(O)C1O (stereo not drawn) | -4%
CC(=O)C1CCC2C3CCC4CC(C)(O)CCC4(C)C3CCC12C (stereo not drawn) | 6%
O=c1cnc2cnc(Nc3ccccc3)nc2n1Cc1ccc(F)cc1 | 2%
FC(F)(F)c1ccccc1-c1nccc(N2CCNCC2)n1 | 5%
CC[C@H](NC(=O)[C@H](CCCN=C(N)N)NC(=O)[C@H](Cc1c[nH]c2ccccc12)NC(=O)[C@@H](N)CS)C(=O)N[C@@H](CCCN=C(N)N)C(=O)N[C@@H](Cc1ccc(O)cc1)C(N)=O | -3%
COc1cc(O)c2c(c1)oc(=O)c1c3cc(O)c(O)cc3oc21 | ?
COc1ccc(-n2c(=O)c(CCc3ccccc3)nc3cnc(N(C)C)nc32)cc1 | 1%
COc1ncc2nc(C)c(=O)n(C[C@H]3CCCO3)c2n1 | 1%
Cc1cc(I)ccc1Nc1c(C(=O)NOCC2CC2)cc(F)c(F)c1F | 0%
COC(=O)[C@@]1(C)C=C[C@@H](Cc2ccccc2)N1C(C)=O | 1%
CCCCCOc1c(OC)ccc2cc(C(=O)NCc3ccc4c(c3)OCO4)c(=O)[nH]c12 | -3%
CC(=O)OC1C[C@@]2(C)C(c3ccoc3)OC(=O)C3O[C@@]32[C@]2(C)C(OC(C)=O)CC3C(C)(C)C(OC(C)=O)CC(OC(C)=O)[C@@]3(C)C12 (stereo partly drawn) | 8%
O=C1NC(=O)c2cc(Nc3ccccc3)c(Nc3ccccc3)cc21 | -5%&-5%
O=C(c1ccncc1)N1CCC2(CCCN(C(c3ccccc3)c3ccccc3)C2)CC1 | 2%
Cn1c(=O)c(-c2ccc(Cl)cc2)nc2cnc(Oc3ccccc3)nc21 | 5%
N[C@@H](Cc1cc(-c2ccc(Cl)cc2Cl)cc(CP(=O)(O)O)c1O)C(=O)O | 9%
O=C(c1cccc(F)c1)N1CCC2(CC1)CCN(c1ccccc1)CC2 | 5%

Laid out differently: 4 of the compounds above
canonical_smiles: O=C(c1ccncc1)N1CCC2(CCCN(C(c3ccccc3)c3ccccc3)C2)CC1
  FBPA Giardia inh: 2%
canonical_smiles: Cn1c(=O)c(-c2ccc(Cl)cc2)nc2cnc(Oc3ccccc3)nc21
  FBPA Giardia inh: 5%
canonical_smiles: N[C@@H](Cc1cc(-c2ccc(Cl)cc2Cl)cc(CP(=O)(O)O)c1O)C(=O)O
  FBPA Giardia inh: 9%
canonical_smiles: O=C(c1cccc(F)c1)N1CCC2(CC1)CCN(c1ccccc1)CC2
  FBPA Giardia inh: 5%

(cont.)
SMILES | FBPA Giardia inh
CCCC/C=C/C(NC(=O)c1ccc(C(F)(F)F)cc1)c1ccccc1 (stereo not drawn) | -2%
COc1cccc(Cn2c(=O)c(-c3cccs3)nc3cnc(OC)nc32)c1 | -3%
CCCCc1c(O)n(-c2ccccc2)[nH]c1=O | 2%
C#CCCCO/N=C1/C[C@@H](O)[C@@H](O)[C@@H]2[C@@H]3C(=O)N(C4CCCCC4)C(=O)[C@H]3CC[C@H]12 | -1%[12.9 µM]
CCNc1ncc2nc(-c3ccc(Cl)cc3)c(=O)n(C3CC3)c2n1 | 0%
CCCCC(C=O)NC(=O)C(CC(C)C)NC(=O)OCc1ccccc1 (stereo not drawn) | -2%
CC(=O)NCc1c(I)c(NC(C)=O)c(I)c(C(=O)O)c1I | 5%
O=C1/C(=C\c2ccc(O)c(O)c2)Oc2cc(O)ccc21 | -19%
CC[Si](CC)(CC)O[C@H]([C@@H](C)COCOC)[C@@H](C)COCc1ccc(OC)cc1 | 3%
O=C(c1cccc(F)c1)N1CCC[C@@]2(CCN(Cc3ccncc3)C2)C1 | -5%
CCCCCCCCCCCCN=C(N)N | 4%
O=C1Nc2ccccc2C2(CCN(CCc3ccc(C(F)(F)F)cc3)CC2)O1 | -16%&-4%
CC[C@]1(O)C[C@@H]2CN(CCc3c([nH]c4ccccc34)[C@](C(=O)OC)(c3cc4c(cc3OC)N(C=O)[C@H]3[C@@](O)(C(=O)OC)[C@H](C(=O)OC)[C@@]5(CC)C=CCN6CC[C@]43[C@H]65)C2)C1 | 4%
O=C1C[C@@H](O)[C@@H](O)[C@H]2[C@@H]3C(=O)N(C4CCCCC4)C(=O)[C@@H]3CC[C@H]12 | -3%&-3%&2%[12.9 µM]
CC[C@@](N)(C(=O)O)c1ccc(C(=O)O)cc1 | -10%
CCCCCCCCCCCCC(O)C(=O)O (stereo not drawn) | 3%
CCCC[C@H](CC)CN=C(N)NC(N)=NCCCCCCN=C(N)NC(N)=NC[C@@H](CC)CCCC | 0%[21.7 µM]
Cc1nc(N)sc1CCN | -12%
O=c1c(CCc2ccccc2)nc2cnc(N3CCOCC3)nc2n1C[C@H]1CCCO1 | 0%
COc1ccc(Oc2ncc3nc(-c4ccc(F)cc4)c(=O)n(C)c3n2)cc1 | -7%

Ordered by formula weight (rising): some entries from above
SMILES | FBPA Giardia inh
CCCCCCCCCCCCN=C(N)N | 4%
CCCCc1c(O)n(-c2ccccc2)[nH]c1=O | 2%
CCCCC(C=O)NC(=O)C(CC(C)C)NC(=O)OCc1ccccc1 (stereo not drawn) | -2%
C#CCCCO/N=C1/C[C@@H](O)[C@@H](O)[C@@H]2[C@@H]3C(=O)N(C4CCCCC4)C(=O)[C@H]3CC[C@H]12 | -1%[12.9 µM]

Additional results
SMILES | FBPA Giardia inh
Nc1nc(-c2ccc(Cl)c(Cl)c2)c(-c2ccncc2)s1 | ?
COc1ccc(OC)c(C2=Nn3c(nnc3-c3ccccc3OC)SC2)c1 | -10%
NC(=O)Nc1sc(-c2ccc(F)cc2)cc1C(N)=O | -6%
COC(=O)C(O)C1C(C)(C)C(OC(C)=O)C2CC3=C4CC(=O)OC(c5ccoc5)[C@]4(C)CCC3[C@@]1(C)C2=O (stereo partly drawn) | 3%
COc1ccc(-c2nc3cnc(N4CCOCC4)nc3n(C3CC3)c2=O)cc1 | 1%
COC(=O)C1=C(C(=O)OC)[C@@H]2N(Cc3ccccc3)c3ccccc3[C@@]23C[C@@H](C(=O)OC)N(S(=O)(=O)c2ccc4c(c2)OCCN4C)C3=N1 | 2%[12.9 µM]
C[C@](N)(C(=O)O)c1ccc(-c2nn[nH]n2)cc1 | -17%
C/C(CCC(=O)OC[C@@H]1O[C@H](C#Cc2ccccc2)C=C[C@@H]1Oc1ccc(C)cc1)=N/OC[C@@H](O)[C@H]1O[C@H]2OC(C)(C)O[C@H]2[C@@H]1O | -5%[12.9 µM]
O=C(c1csnn1)N1CCC2(CCCN(c3ccccc3)C2)CC1 | 0%
CC(C)C[C@H](NC(=O)[C@H](Cc1ccccc1)NC(=O)CNC(=O)[C@H](CCC(=O)O)NC(=O)[C@H](CCCNC(=N)N)NC(=O)[C@H](C)NC(=O)[C@H](C)NC(=O)[C@@H](N)CC(=O)O)C(=O)N[C@@H](CC(=O)O)C(=O)N[C@H](C(=O)N[C@@H](CC(C)C)C(=O)N[C@H](C(=O)N[C@H](C(=O)N[C@@H](CC(C)C)C(=O)N[C@@H](Cc1cnc[nH]1)C(=O)N[C@@H](CCCNC(=N)N)C(=O)N[C@@H](C)C(=O)NCC(=O)N[C@@H](C)C(=O)N[C@@H](CCCNC(=N)N)C(=O)O)C(C)C)C(C)C)[C@@H](C)O | -1%
Cc1nc2cnc(Oc3ccccc3)nc2n(CCc2ccccc2)c1=O | 0%
CCCCc1nc2c(c3c1C[C@H](C)OC3)CN(S(=O)(=O)c1ccc(Cl)c3nonc13)CC2 | 4%[12.9 µM]
CCCCCCCc1cc2c(cn1)=C(OC)C(C)(OC(C)=O)C(=O)C=2Cl (stereo not drawn) | -7%
CCCCCCC(=O)CCCCCC/C=C/C[C@@H](O)[C@H](O)[C@@](N)(CO)C(=O)O | ?

The list is partial; the hit share may differ from the screen's.
